# M1 ag: agonists of human M1 muscarinic receptor; activation, % at 3 µM; AID 588814; actives 0.33% (n = 360,000); CHO-K1 hM1, Fluo-8 calcium fluorescence, agonist mode; 0% DMSO, 100% acetylcholine EC100; P11229;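 active = activation above the run's mean compound activation plus 3 SD, cut at about 16% in these data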;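 also: peak over basal fluorescence ratio within a 140 s kinetic read after compound addition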
# TAAR1 agonist: agonists of human TAAR1. activation, % at 3 µM. CHO RD-HGA16 TAAR1, Fluo-8 calcium fluorescence; vehicle wells 0%, saturating PEA agonist 100%. actives 0.99% (n = 360,000). Q96RJ0. AID 624467;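 active = activation above the mean activation of all test compounds in the run plus 3 SD, cut at about 38% in these data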
#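 Assay system: CHO-derived RD-HGA16 cells with stable Gα16 and human TAAR1; timing: 17-24 h seeding, 75 min 37 °C dye, 30 min RT; read-out: % activation from peak over basal fluorescence ratio, DMSO-to-PEA scaled; measured by: kinetic Fluo-8 calcium fluorescence; benchmarks: low control DMSO, high control PEA (EC100); doses: 3 µM single concentration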
# CHRM4 antagonist: blocks acetylcholine activation of human M4 receptor; CHO-hM4 cells, ACh EC80, Fluo-8 calcium fluorescence; inhibition, % at 3 µM; actives 0.73% (n = 360,000); AID 624125;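 active = inhibition above its plate's cutoff, the mean inhibition of sample wells plus 3 SD, cut at about 27% in these data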;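 also: 0% = acetylcholine EC80 with DMSO and 100% = DMSO without agonist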
# Target sequence (P08173 whole entry, looked up): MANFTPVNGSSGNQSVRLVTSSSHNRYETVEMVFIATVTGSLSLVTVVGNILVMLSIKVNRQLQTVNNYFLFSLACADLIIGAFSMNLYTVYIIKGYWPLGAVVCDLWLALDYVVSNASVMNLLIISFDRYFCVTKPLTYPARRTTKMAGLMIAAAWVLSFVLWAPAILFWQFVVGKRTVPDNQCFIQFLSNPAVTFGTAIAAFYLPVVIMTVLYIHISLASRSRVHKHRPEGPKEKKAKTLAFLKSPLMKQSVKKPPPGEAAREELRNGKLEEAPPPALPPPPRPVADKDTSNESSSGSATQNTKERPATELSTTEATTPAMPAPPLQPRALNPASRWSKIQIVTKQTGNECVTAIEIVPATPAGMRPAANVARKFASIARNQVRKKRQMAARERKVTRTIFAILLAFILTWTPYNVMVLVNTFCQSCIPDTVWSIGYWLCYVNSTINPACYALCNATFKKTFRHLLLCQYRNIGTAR
# CHRM4 agonist: CHRM4 agonism in calcium assay | actives 0.14% (n = 360,000) | AID 624127 | activation, % at 3 µM | CHO-K1 hM4/Gqi5, Fluo-8 calcium fluorescence; vehicle 0%, full acetylcholine response 100% | P08173;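 active = activation above the run mean over all test wells plus 3 SD, cut at about 32% in these data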;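 also: peak over basal fluorescence ratio per well then scaled between controls; 0% = DMSO wells and 100% = acetylcholine at EC100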
# M5 ag: agonists of human muscarinic M5 receptor (CHRM5); P08912; CHO-K1 hM5 cells, Fluo-8 calcium fluorescence; 0% DMSO wells, 100% maximal acetylcholine response; activation, % at 3 µM; actives 0.19% (n = 360,000); AID 624037;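 active = activation above the run's mean over test compounds plus 3 SD, cut at about 23% in these data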;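 also: signal is peak over basal fluorescence ratio across the kinetic read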
# Target sequence (P08912 whole entry, looked up): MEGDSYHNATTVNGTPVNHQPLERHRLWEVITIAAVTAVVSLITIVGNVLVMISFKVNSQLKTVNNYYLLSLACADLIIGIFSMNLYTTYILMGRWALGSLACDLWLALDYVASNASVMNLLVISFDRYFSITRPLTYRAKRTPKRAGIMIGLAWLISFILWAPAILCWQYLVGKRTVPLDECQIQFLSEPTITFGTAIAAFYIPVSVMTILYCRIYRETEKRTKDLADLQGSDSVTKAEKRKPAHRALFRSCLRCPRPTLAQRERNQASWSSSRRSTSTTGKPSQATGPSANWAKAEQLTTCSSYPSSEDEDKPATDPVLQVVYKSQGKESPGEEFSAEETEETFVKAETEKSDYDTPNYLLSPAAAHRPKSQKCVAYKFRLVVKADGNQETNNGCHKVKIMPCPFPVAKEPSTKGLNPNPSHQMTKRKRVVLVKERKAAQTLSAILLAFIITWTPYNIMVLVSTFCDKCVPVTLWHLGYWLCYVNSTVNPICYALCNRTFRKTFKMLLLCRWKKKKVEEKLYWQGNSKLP
# CHRM5 PAM: positive allosteric modulators of human muscarinic M5 receptor | actives 0.3% (n = 360,000) | CHO-K1 hM5, Fluo-8 calcium, ACh EC20 PAM; 0% = ACh EC20, 100% = ACh EC100 | AID 624038 | activation, % at 3 µM | P08912;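 active = activation above the run cutoff, the mean activation of all test compounds plus 3 SD, cut at about 18% in these data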
#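 Probe or stimulus: acetylcholine, EC20 level; Assay system: human M5 receptor in CHO-K1 cells; Schedule: compound preincubation 140 s before EC20 acetylcholine addition; Technique: intracellular calcium via Fluo-8 fluorescence; Dosing: single-point, 3 µM nominal; Read-out basis: percent activation from peak-over-basal fluorescence ratio, scaled EC20-to-EC100 acetylcholine; Repeats: one well per compound, no replicates.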
# M5 antag: antagonists of human muscarinic M5 receptor (CHRM5) | P08912 | CHO-hM5 cells, Fluo-8 calcium fluorescence, ACh EC80 | inhibition, % at 3 µM | actives 0.59% (n = 360,000) | AID 624040;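 active = inhibition above a per-plate cutoff, the mean of that plate's test compounds plus 3 SD, cut at about 27% in these data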;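 also: 0% = acetylcholine EC80 with DMSO and 100% = DMSO without agonist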
# CHRM1 PAM: positive allosteric modulators of human M1 muscarinic receptor; P11229; CHO-K1 hM1, Fluo-8 calcium fluorescence, ACh EC20; 0% = ACh EC20, 100% = maximal ACh; AID 588819; activation, % at 3 µM; actives 0.088% (n = 360,000); in the data active = activation above about 19%, passing the limit was not always enough
# CHRM1 antagonist: human CHRM1 antagonism; CHO-K1 hM1, Fluo-8 calcium fluorescence, ACh EC80 antagonist; inhibition, % at 3 µM; actives 1.3% (n = 360,000); AID 588852;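 active = percent inhibition above its own plate's cutoff, namely the mean of that plate's compound wells plus 3 SD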;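 also: peak over basal fluorescence ratio during 140 s after agonist addition; 0% = ACh EC80 plus DMSO and 100% = DMSO alone without agonist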
# * hit, by the source's call; / = not tested or not shown. This is a subset (hit frequency here may not be typical).
molecule	M1 ag	TAAR1 agonist	CHRM4 antagonist	CHRM4 agonist	M5 ag	CHRM5 PAM	M5 antag	CHRM1 PAM	CHRM1 antagonist
O=C(Nc1ccc2c(c1)OCO2)C1CCCN1C(=O)Nc1cccc(F)c1 (centres undefined)	-2	11	-6	1	-2	1	1	5	-25
CC1(C)CC(=O)C2=C(C1)N1CCCCC1CC2=O (centres undefined)	-3	3	-1	1	-2	-1	-4	1	-1
COc1cc(CN2C[C@@H](CO)O[C@@H](n3cnc4c(N5CCN(C)CC5)ncnc43)C2)cc(OC)c1OC	-7	1	-5	0	-1	-3	6	8	-14
COc1ccc(COCCN2CCN(S(=O)(=O)c3ccccc3)CCC2=O)cc1	-2	15	-1	5	4	7	2	14	-8
CS(=O)(=O)N(CC(=O)N/N=C/c1ccccc1C(=O)O)c1cccc(Cl)c1Cl	-3	5	3	1	-1	-2	1	4	-11
COc1ccc(C(=O)NNC(=O)CN2CCC(n3nnc4cc(F)ccc43)CC2)cc1	-8	-1	-10	-1	-4	0	-9	9	-11
Cc1cccc(/N=C/c2nc(-c3ccccc3Br)oc2O)n1	-9	6	-6	3	-2	6	10	3	-3
O=C(c1cccc(Cl)c1)N1CCN(Cc2ccccc2F)CC1	-1	3	0	2	-9	4	-4	4	-3
CCOc1ccc(CCNC(=O)COC(=O)C2CCN(c3ccc(C(F)(F)F)cn3)CC2)cc1OCC	1	3	8	20	7	-21	9	-14	39*
COCCn1c(SCC(=O)c2c[nH]c3ccccc23)nnc1-c1ccncc1	-3	/	-10	1	-1	-2	1	4	-8
CC(=Nc1ccccc1)C1=C(O)CCCC1=O	-4	4	1	1	-1	-5	5	7	-1
COc1cc2nc(C3CCC3)n(NC(=O)COc3ccccc3)c(=O)c2cc1OC	-2	3	-2	3	5	-1	-5	0	-1
O=C(O)c1cc2cc(Cl)ccc2[nH]1	-4	4	-8	0	0	0	-5	1	-23
COc1ccc(OC)c(CCNC(=O)C(C)n2nc(C)c3c(C)n(-c4ccc(C)cc4)nc3c2=O)c1 (centres undefined)	-6	2	5	5	-6	-4	9	-11	27
CCOC(=O)C1(Cc2ccccc2)C(=O)Nc2ccccc21 (centres undefined)	-3	0	-4	0	-8	3	9	7	-22
COc1ccccc1CN1CC(C(=O)NCc2cc(F)ccc2C)CCC1=O (centres undefined)	-1	5	-9	1	-3	-1	7	2	0
Cc1cc(C(=O)COC(=O)c2ccc(O)cc2)c(C)n1CCc1ccc(F)cc1	-4	36	-2	10	0	-8	15	6	-5
COCC(C)OC(=O)c1c(N)n(CC(C)C)c2nc3ccccc3nc12 (centres undefined)	-4	0	-8	2	-1	-8	4	0	5
CC1=C(CC/C(C)=N/NC(N)=S)C(C)(C)CCC1	-3	5	8	0	1	0	3	-6	20
Cc1ccnc(NC(=O)CCC(=O)N(CC(=O)NCCc2ccccc2)Cc2ccco2)c1	-3	7	0	2	-1	-6	-6	2	-1
O=C(CSc1nnc(CNC(=O)c2ccco2)o1)Nc1ccccc1C(F)(F)F	-1	0	-6	0	-3	-7	4	5	-7
CC1CCN(c2nnc(-c3cccs3)c3ccccc23)CC1	-9	4	9	-2	-4	0	-4	-13	6
Cc1sc2nc(CN3CCCC3)nc(N3CCN(C(=O)c4ccco4)CC3)c2c1C	-15	0	0	2	-4	9	-4	0	-2
CCCNc1nc(=S)n(-c2ccccc2)c(C)c1C(C)=O	-10	8	8	0	-8	-3	-1	-6	-1
O=C(NCCc1ccccn1)c1cncc(Br)c1	-3	-3	-15	2	-3	0	9	4	-5
COc1ccc(S(=O)(=O)N2CCN(c3nc(-c4cccnc4)nc4ccccc34)CC2)cc1	-8	4	18	10	-6	-22	20	-8	9
O=C(COC(=O)CCN1C(=O)C2CC=CCC2C1=O)Nc1ccc(Cl)cc1F (centres undefined)	-3	8	-3	4	2	-1	-3	4	0
COc1cccc(Oc2ccc(N/C=C/C(=O)C(C)(C)C)cc2)c1	-8	-1	-14	1	-3	1	4	4	2
O=C(O)C1CCCCC1C(=O)Nc1cc(C(F)(F)F)ccc1Cl (centres undefined)	-11	5	-2	1	-2	3	-2	10	-3
CC1Cc2ccccc2N1CC(=O)Nc1ccc(S(=O)(=O)N(C)C)cc1 (centres undefined)	-3	9	12	1	2	13	-6	7	-1
COC(=O)C1=C(C)Nc2[nH]c(=S)[nH]c(=O)c2C1c1ccc(OC)cc1 (centres undefined)	-4	4	10	0	0	-3	2	-6	1
Cc1ccc(NC(=O)CS(=O)CC(=O)NCC2OCCc3ccccc32)c(C)c1 (centres undefined)	-3	2	-6	0	-9	15	-2	9	-15
Cc1cc(-c2nnc(SCC(=O)Nc3ccc(F)cc3)n2N)n[nH]1	-2	20	9	0	-3	2	6	3	-8
CNC(=S)NNC(=O)Cc1ccc(O)cc1	-1	2	-6	2	2	-2	4	13	-9
C=CCn1c(CCc2ccc(OC(C)C)cc2)n[nH]c1=S	-11	5	-5	2	-11	-12	10	4	-4
Cc1ccc(NC(=O)CNC(=O)c2cccs2)nc1	-3	2	-5	1	3	-3	8	3	-3

# Grouped by structure: those above containing a thiophene ring, fused or not (3)
molecule	M1 ag	TAAR1 agonist	CHRM4 antagonist	CHRM4 agonist	M5 ag	CHRM5 PAM	M5 antag	CHRM1 PAM	CHRM1 antagonist
CC1CCN(c2nnc(-c3cccs3)c3ccccc23)CC1	-9	4	9	-2	-4	0	-4	-13	6
Cc1sc2nc(CN3CCCC3)nc(N3CCN(C(=O)c4ccco4)CC3)c2c1C	-15	0	0	2	-4	9	-4	0	-2
Cc1ccc(NC(=O)CNC(=O)c2cccs2)nc1	-3	2	-5	1	3	-3	8	3	-3

# Next part.
molecule	M1 ag	TAAR1 agonist	CHRM4 antagonist	CHRM4 agonist	M5 ag	CHRM5 PAM	M5 antag	CHRM1 PAM	CHRM1 antagonist
COc1ccc(N2C(=O)NC(NC(=O)c3cccnc3)(C(F)(F)F)C2=O)cc1 (centres undefined)	-2	8	0	1	-1	2	2	3	4
CCOC(=O)C1=C(CCc2ccccc2)NC(=O)NC1c1cccc([N+](=O)[O-])c1 (centres undefined)	-9	7	-16	10	-8	-6	4	6	-8
O=C(C(Cc1ccccc1)N1C(=O)C2C3C=CC(C3)C2C1=O)N1CCCCC1 (centres undefined)	-2	1	-1	2	0	-3	-2	4	0
Cc1nc2c(cc1NC(=O)c1ccccc1)nc(C)n2Cc1ccccc1	0	5	2	0	-3	-2	2	8	-14
CCCCNC(=O)c1ccc2nc(CC)c(N(CCC(C)C)CCN(C)C)n2c1	22*	1	-3	1	-4	-1	11	1	-12
C=CCNC(=O)NC(=O)COC(=O)C(C)Oc1ccc(Cl)cc1Cl (centres undefined)	-12	0	-4	1	-4	2	2	11	-4
COc1cccc(Nc2nc(CN3CCOCC3)nc3sc4c(c23)CCCC4)c1	-10	2	-1	4	-1	-3	-5	-4	10
CC(OC(=O)C1CC(O)CN1S(=O)(=O)c1ccccc1[N+](=O)[O-])C(=O)N1CCCCC1 (centres undefined)	-4	7	-13	1	-5	3	-2	3	4
O=S(=O)(NC1=NCCCCC1)c1cc(F)ccc1F	-3	1	3	1	-4	-2	19	-8	15
O=c1c2ccc(Cl)cc2nc(-c2ccc([N+](=O)[O-])cc2)n1O	-6	8	4	0	-1	-5	5	-3	2
COc1ccc(-n2nc3cc(C)c(NC(=S)NC(=O)c4ccccc4C)cc3n2)cc1	0	2	26	3	-1	5	2	-1	0
CCOC(=O)C(N)CSC1CC(=O)N(CCc2ccccc2)C1=O (centres undefined)	-2	8	0	1	5	17	-13	16	-7
CC(C)NC(=O)C1c2ccccc2Oc2ccccc21	-4	4	4	0	-1	1	2	5	-11
O=C(O)CSc1nnc(-c2ccncc2)n1C1CCCCC1	-2	15	3	0	-1	-1	8	0	-1
CCn1ncc(-c2csc(N)n2)c1C	-4	5	3	2	-2	0	12	3	-8
CCN(C(=O)CSc1nnc(-c2ccco2)n1C)c1c(N)n(Cc2ccccc2)c(=O)[nH]c1=O	-1	5	3	1	2	6	3	8	-9
COc1ccc(CNC(=O)c2cc(C3CC3)on2)cc1	-3	0	-15	1	-1	2	-2	6	-11
O=C(c1ccc(Cl)cc1)c1cccc(O)c1	-4	-2	-7	1	-2	-3	9	-2	-2
O=c1c(Cc2ccc(F)cc2)c(O)ccn1CCCN1CCOCC1	-4	5	-18	2	-1	3	1	8	-7
CC[C@]12c3[nH]c4cc(CCC(=O)N(C)C)ccc4c3CCN1C(=O)[C@@H](CC(=O)NCc1ccc(OC)c(OC)c1)C[C@@H]2C(=O)N1CCN(C(=O)C2CC2)CC1	-7	4	-3	1	1	4	-1	15	-16
Cc1nc(N2CCOCC2)nc(N2CCCCC2)c1[N+](=O)[O-]	-1	0	1	-1	-2	3	-4	3	2
CCOC(=O)C1=NN(C(=O)Cc2ccccc2)C(O)(C(C)(C)C)C1 (centres undefined)	-1	4	1	0	-3	-9	17	2	-4
O=C(CSc1nnc(CN2CCOCC2)n1-c1ccc(Cl)cc1)Nc1cc(Cl)ccc1O	0	15	0	7	1	1	2	5	-3
Cc1nc2c(Br)c3nc(C(F)(F)F)[nH]c3c(Br)c2[nH]1	3	/	-2	-1	-5	4	-7	8	-10
CCc1c(C(=O)Nc2ccc(S(=O)(=O)N3CCOCC3)cc2)csc1C	-9	5	8	6	-2	-14	13	-9	10
N#Cc1c(NC(=O)C(=O)NCCCN2CCOCC2)sc2c1CCCC2	0	2	11	23	0	-7	4	-4	17
COc1ccc2nc(N/C(N)=N/C(=S)Nc3ccccc3)nc(C)c2c1	-9	6	1	14	8	-14	13	-3	13
O=C(c1ccco1)N(Cc1cc2ccccc2[nH]c1=O)CC1CCCO1 (centres undefined)	-4	2	3	0	-2	2	-2	1	-3
COc1cccc(N=C(N)N=C(N)N)c1	-1	0	-4	1	0	4	5	13	-8
CCOC(=O)N1N=C(C)CC1(O)c1ccc(Cl)cc1 (centres undefined)	-3	6	-2	0	2	15	6	0	6
COc1ccc(C(=O)O)cc1S(=O)(=O)NCc1ccncc1	-1	1	1	0	1	4	11	10	-2
CC1CCCCC12NC(=O)N(CC(=O)N1CCN(c3ccccc3)CC1)C2=O (centres undefined)	-1	7	0	1	3	-2	3	10	-11
CCOC(=O)c1ccc(NC(=S)N2CCN(C)CC2)cc1	-9	3	-4	1	-11	2	2	7	-16
Cc1cc(C)c(NC(=O)CS(=O)CC(=O)Nc2ccc(N3CCOCC3)cc2)c(C)c1 (centres undefined)	1	3	-4	2	0	1	4	1	5
CC1CCC/C=C/C(=O)c2c(O)cc(O)cc2CC(=O)O1 (centres undefined)	-1	7	-15	2	4	5	0	11	-10
Cn1ccc(-c2cc(C(=O)O)c3ccccc3n2)n1	-5	4	2	1	-2	5	7	5	-5
